Screening data from PubChem.
HepG2 viability: kills HepG2 cells in TGF-b inhibitor counter-screen. Potency, µM (highest dose often 46.1 µM), inactives show at the highest dose activity change, negative = cytotoxicity, usual class: cytotoxic. HepG2 CAGA-GFP viability, ATP luminescence, 18 h. actives 0.76% (n = 410,000). AID 588856; also: potency is read from the fitted curve at half-maximal effect; some results filed as inactive show a strong effect at the top dose
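HepG2 CAGA-GFP cells (1000/well, DMEM with 1% FBS) received compound, then TGF-beta at 500 pg/mL final, and were incubated 18 hours at 37 degrees C. Viability was read by CellTiter-Glo luminescence. Media-only wells were set as complete cell-killing and DMSO as no toxicity.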
IL2 activator: activators of IL-2. IL-2 activation reporter assay, cell-based qHTS; stimulated with anti-CD3/CD4/CD28 beads; in transgenic mouse T cells. activation, % (series mostly up to about 46 µM). actives 0.065% (n = 360,000); in the data active = activation above about 50%; inconclusive = mostly about 30% to 49%; also: 0% is about no effect
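Readout is EGFP and DsRed signal by fluorescent plate cytometry after 18 h at 37 degrees C. Transgenic mouse T cells (750/well) received compound for 60 min before bead stimulation (anti-CD3, anti-CD4, anti-CD28); memory T cells served as non-tolerant control.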
Nrf2 ARE act: activates Nrf2 signaling. Potency, µM (titrated, usually from 46.1 µM), for the others: at the highest dose activation, usual class: activators. actives 0.31% (n = 410,000). AID 624171. AREc32 ARE-luciferase reporter (MCF7-derived line), luminescence, 24 h; also: potency is read from the fitted curve at half-maximal effect; % of control where 0% means no effect; nearly all actives have a fitted effect of over 65% in size
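AREc32 cells carrying an ARE-driven firefly luciferase reporter were seeded at 1000 cells/well in OPTI-MEM with 5% FBS, then exposed to compound for 24 hr at 37 deg C. Luminescence was read with Steady-Glo after 30 min at RT.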
ATXN2 expr inh: ATXN2 expression inhibition. Potency, µM (highest dose often 57 µM), without a hit: top-dose activity change, negative = inhibition, usual class: inhibitors. AID 1745845. actives 0.72% (n = 360,000). HEK-293 ATXN2-luciferase reporter, luminescence, 24 h; also: potency is read from the fitted curve at half-maximal effect; % is scaled to controls: 0 for no effect and ±100 for the full control effect; nearly all actives have a fitted effect of over 55% in size
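ATXN2-luciferase reporter cells (luciferase flanked by upstream and downstream ATXN2 gene portions) were treated 24 h at 37 °C with compounds at up to 57 uM. SteadyGlo luminescence gave expression; GF-AFC fluorescence gave viability.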
EPAC2 ag: EPAC2 (human) agonism; Q8WZA2; EPAC2 activation, biochemical qHTS; response scale: 100% = 6.5 mM cAMP response; Potency, µM (titrated, usually from 154 µM), inactives show at the top dose activation, hits mostly activators; actives 0.079% (n = 360,000); AID 720711; also: potency is read from the fitted curve at half-maximal effect; nearly all actives have a fitted effect of over 50% in size
Target sequence (Q8WZA2 whole entry, looked up): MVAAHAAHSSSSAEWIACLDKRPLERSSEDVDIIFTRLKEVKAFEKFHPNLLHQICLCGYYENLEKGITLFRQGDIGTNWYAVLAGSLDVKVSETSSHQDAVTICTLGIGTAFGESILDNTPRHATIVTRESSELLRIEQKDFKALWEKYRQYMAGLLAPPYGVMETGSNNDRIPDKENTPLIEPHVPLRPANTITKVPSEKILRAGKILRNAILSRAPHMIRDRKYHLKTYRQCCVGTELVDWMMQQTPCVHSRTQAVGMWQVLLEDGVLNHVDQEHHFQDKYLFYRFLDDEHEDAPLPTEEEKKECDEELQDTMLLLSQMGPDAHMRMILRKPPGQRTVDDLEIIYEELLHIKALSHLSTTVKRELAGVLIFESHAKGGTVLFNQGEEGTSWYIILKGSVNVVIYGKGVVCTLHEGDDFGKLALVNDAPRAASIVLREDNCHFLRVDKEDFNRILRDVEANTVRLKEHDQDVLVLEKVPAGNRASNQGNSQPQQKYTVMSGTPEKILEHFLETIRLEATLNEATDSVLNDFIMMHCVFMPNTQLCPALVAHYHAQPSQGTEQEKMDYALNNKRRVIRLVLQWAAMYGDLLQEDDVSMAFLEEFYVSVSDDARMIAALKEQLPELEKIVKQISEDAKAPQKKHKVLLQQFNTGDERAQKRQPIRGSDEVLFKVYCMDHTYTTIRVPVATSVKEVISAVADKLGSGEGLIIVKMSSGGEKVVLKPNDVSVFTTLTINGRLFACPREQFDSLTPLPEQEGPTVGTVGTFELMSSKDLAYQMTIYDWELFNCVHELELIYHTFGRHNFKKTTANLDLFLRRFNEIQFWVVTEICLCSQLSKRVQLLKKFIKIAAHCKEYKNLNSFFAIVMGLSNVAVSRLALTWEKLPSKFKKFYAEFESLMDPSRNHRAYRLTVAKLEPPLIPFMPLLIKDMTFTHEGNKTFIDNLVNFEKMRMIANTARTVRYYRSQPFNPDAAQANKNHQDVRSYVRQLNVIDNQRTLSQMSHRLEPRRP
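Fluorescence exchange assay: 100 nM EPAC2 with 250 nM RAP1B-BODIPY-GDP and 50 uM GDP; compounds tested as a concentration-titration series (qHTS). Loss of Rap1-bound BODIPY-GDP fluorescence read at 480/540 nm; data normalized to 6.5 mM cAMP.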
S2 tox: cell viability loss in ATXN counter-screen; S2 cells (HEK-293 line with an ATXN2-luciferase reporter) viability, CellTiter-Fluor protease fluorescence, 24 h; Potency, µM (doses to about 56.7 µM), most hits filed as cytotoxic; actives 0.49% (n = 400,000); AID 651635; also: potency is read from the fitted curve at half-maximal effect; nearly all actives have a fitted effect of over 40% in size
TGFb SMAD3 inh: inhibitors of TGF-b signaling. HepG2 CAGA-GFP TGF-b/SMAD3 reporter, GFP fluorescence, 18 h; TGF-beta stimulated, 500 pg/mL final. actives 1.2% (n = 410,000). AID 588855. Potency, µM (series often up to 46.1 µM), without a hit: at the highest dose activity, negative = inhibition, most hits filed as inhibitors; also: potency is read from the fitted curve at half-maximal effect; % is scaled to controls: 0 for no effect and ±100 for the full control effect; nearly all actives have a fitted effect of over 65% in size
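First, reporter cells (HEPG2 CAGA-GFP) rested 2 h at 37 degrees C. Next, compounds were pinned in and TGF-beta added to 500 pg/mL final. After 18 h, GFP was imaged per cell and summed per well.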
A549 tox: A549 cytotoxicity, counter-screen for Nrf2 inhibitors | A549 ARE-Fluc cells, CellTiter-Fluor viability, 18-24 h | Potency, µM (highest dose often 46 µM), for inactives: top-dose activity change, negative = cytotoxicity, actives largely listed as inhibitors | actives 0.16% (n = 390,000); also: potency is read from the fitted curve at half-maximal effect; % is scaled to controls: 0 for no effect and ±100 for the full control effect
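Cytotoxicity counterscreen: CellTiter-Fluor fluorescence was measured in A549 ARE_Fluc cells after 18-24 h of compound exposure in a concentration series. The subsequent BugLite luminescent read reports ARE-luciferase activity.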
Nrf2 block: Nrf2 pathway inhibition; AID 504444; A549 ARE-Fluc reporter, luciferase luminescence, 18-24 h; Potency, µM (titrated, usually from 46 µM), inactives show top-dose activity change, negative = inhibition, usual class: inhibitors; actives 2.1% (n = 360,000); also: potency is read from the fitted curve at half-maximal effect; % is scaled to controls: 0 for no effect and ±100 for the full control effect; nearly all actives have a fitted effect of over 60% in size
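In this cell-based qHTS, ARE-driven firefly luciferase in A549 cells reports Nrf2 activity; the luminescent signal after BugLite lysis is the measured value, with a prior CellTiter-Fluor read for cell health.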
Active calls of the source: *; i = inactive; ? = inconclusive; . = no result given; & = joins results of further samples; [ ] = dose if it differs, or a comment. Unless noted, calls follow the shape of the dose curve; as a rule, active = well fitted curve in the direction sought with a large enough effect; inconclusive = small, poorly fitted or top-dose-only effect, or another doubt; inactive = no such curve, though single readings can be large; an effect the other way counts as inactive or inconclusive.

Structure	HepG2 viability	IL2 activator	Nrf2 ARE act	ATXN2 expr inh	EPAC2 ag	S2 tox	TGFb SMAD3 inh	A549 tox	Nrf2 block
O=S(=O)(Nc1ccc(N2CCOCC2)cc1)c1ccc(Cl)s1	-2%	-1.1	0.1%	-10%	12%	i	-30%	-3%	-9%
O=C(CN1CCN(Cc2ccccc2)CC1)Nc1ccc(Br)cc1	-21%	-0.5	2.2%	.	9%	i	?	1%	2%
CCC(C)[C@@H](C(=O)Nc1ccc2c(c1)OCO2)N1Cc2ccccc2C1=O (stereo not given in full)	5%	-3.8	-0.1%	4%	12%	i	4%	-3%	-17%
COC(=O)C(NC(C)=O)(Nc1sc2c(c1C(N)=O)CCCC2)C(F)(F)F (stereo not given)	-13%	2.4	1.7%	-2%	12%	i	-22%	4%	-25%
COc1cc(-c2noc(C)c2C(=O)NCCCN2CCCC2=O)cc(OC)c1OC	-23%	-0.2	0.2%	-5%	10%	i	?	6%	5%
COCCn1c(=S)[nH]c2cc(C(=O)NC3CCCCCC3)ccc2c1=O	-3%	-1.9	-1.0%	.	-3%	i	-24%	.	.
Cn1cc(Br)c(C(=O)N2CCCCCC2)n1	3%	4.2	-0.9%	-1%	5%	i	6%	-1%	6%
COc1cccc(CNS(=O)(=O)c2ccc3c(c2)N(C(C)=O)CCO3)c1	2%	-1.4	0.3%	-2%	-2%	i	9%	-4%	8%
CCCCNC(=O)CN(CCc1ccccc1)S(C)(=O)=O	-9%	-0.5	-0.6%	8%	8%	i	0%	-2%	7%
CCCN(CCC)CCCNC(=O)c1ccc2c(c1)N(CC)C(=O)c1ccccc1S2=O (stereo not given)	-1%	2.3	4.5%	20%	-2%	i	-6%	17%	10%
O=C(C1CCN(S(=O)(=O)c2cccc3nonc23)CC1)N1CCN(c2ccccc2)CC1	-9%	.	0.0%	-18%	.	i	-15%	3%	-21%
COC(=O)c1c(NC(=O)COc2ccc(C)cc2Br)sc2c1CCCC2	6%	.	0.7%	5%	.	i	-25%	-2%	13%
Cc1ccc(C(=O)ON=C2CCN(S(=O)(=O)c3ccccc3)CC2)cc1	-3%	-2.0	-0.7%	4%	13%	i	8%	-2%	-4%
CCOC(=O)[C@H]1[C@H]2COc3ccc(Cl)cc3[C@@H]2N2C(=O)c3ccc(F)cc3NC(=O)[C@@]12C	-12%	-0.4	3.5%	5%	-1%	i	?	-8%	23µM*
CC1CCCC(NC(=O)NC(=O)COC(=O)c2ccc(O)cc2O)C1C (stereo not given)	-53%	0.4	0.6%	.	4%	i	?	-3%	-9%
CC(C)Oc1ncnc2c1[nH]c1ccccc12	-19%	0.5	8.1%	.	10%	i	?	-12%	8.2µM*
CCOc1cccc2sc(N(Cc3cccnc3)C(=O)c3ccc(C#N)cc3)nc12	-33%	.	-0.1%	.	.	.	?	0%	.
COc1ccc(Sc2nc(-c3ccccn3)ncc2OC)cc1	-14%	-0.5	-1.1%	22µM*	4%	?	-3%	-7%	-10%
Cc1cccc(C)c1N1CCN(S(=O)(=O)N2CCOCC2)CC1	-13%	-3.1	-0.5%	-9%	1%	i	8%	4%	.
CCn1c(=NC(=O)CS(=O)(=O)c2ccc(F)cc2)sc2cccc(OC)c21	-16%	-5.5	-0.4%	-18%	?	i	0%	-1%	21µM*
CCCCN(Cc1cc2cc(OC)ccc2[nH]c1=O)C(=O)c1ccco1	4%	0.0	0.6%	-5%	17%	?	0%	-2%	.
CC(=O)NCCn1c(SCC(=O)NCCC(C)C)nc2ccccc2c1=O	0%	-1.2	0.3%	-10%	1%	i	12%	5%	1%
Cc1ccc(C)c(CSc2nnc(-c3ccccn3)n2N)c1	-15%	-2.2	-0.1%	-2%	6%	i	9%	1%	-5%
CN(Cc1nccn1C)C(=O)c1ccc2nc(Cc3ccccc3F)oc2c1	-17%	-0.6	0.5%	62%[activator]	2%	i	-4%	-3%	?
CC1CC(Nc2ccccc2)c2ccccc2N1C(=O)c1cccnc1 (stereo not given)	-33%	-1.3	0.4%	?	3%	i	-35%	-18%	?

Entries of single compounds as entered above.
CCCCNC(=O)CN(CCc1ccccc1)S(C)(=O)=O as listed: HepG2 viability: -9%; IL2 activator: -0.5; Nrf2 ARE act: -0.6%; ATXN2 expr inh: 8%; EPAC2 ag: 8%; S2 tox: i; TGFb SMAD3 inh: 0%; A549 tox: -2%; Nrf2 block: 7%
CCCCN(Cc1cc2cc(OC)ccc2[nH]c1=O)C(=O)c1ccco1 as listed: HepG2 viability: 4%; IL2 activator: 0.0; Nrf2 ARE act: 0.6%; ATXN2 expr inh: -5%; EPAC2 ag: 17%; S2 tox: ?; TGFb SMAD3 inh: 0%; A549 tox: -2%; Nrf2 block: .

Some values from above.
CC(=O)NCCn1c(SCC(=O)NCCC(C)C)nc2ccccc2c1=O @ Nrf2 ARE act = 0.3%
COc1cc(-c2noc(C)c2C(=O)NCCCN2CCCC2=O)cc(OC)c1OC @ Nrf2 block = 5%

The listing continues.
Structure	HepG2 viability	IL2 activator	Nrf2 ARE act	ATXN2 expr inh	EPAC2 ag	S2 tox	TGFb SMAD3 inh	A549 tox	Nrf2 block
Cc1ccc(-c2nc(CS(=O)CC(=O)N3CCN(c4ccc(F)cc4)CC3)c(C)o2)cc1 (stereo not given)	-36%&-33%	-0.5	4.9%&4.5%	.	-6%	?	?	?	?
O=C(NC1(C(F)(F)F)C(=O)Nc2c1c(=O)[nH]c(=O)n2CCc1ccccc1)c1ccc(Cl)cc1Cl (stereo not given)	-30%	.	-1.1%	10%	.	i	-6%	3%	1%
COc1ccc(N(C)C(=O)C2CCN(S(=O)(=O)c3cccc4nonc34)CC2)c(OC)c1	3%	-1.0	0.1%	-3%	4%	i	-7%	-3%	-11%
COCCNC(=O)c1cc(S(=O)(=O)N2CCCCC2)ccc1N1CCOCC1	-22%	-2.8	-0.4%	-5%	19%	i	0%	0%	-14%
CCCCNC(=S)N(CCN(CC)CC)Cc1cc2cc3c(cc2[nH]c1=O)OCO3	-13%	-1.2	-0.1%	.	-6%	i	-8%	12%	2%
Nc1ccc(C(=O)NC2CCSc3ccccc32)cc1[N+](=O)[O-] (stereo not given)	-1%	-2.5	1.4%	26%	12%	i	0%	-4%	7%
CN(C)c1ccc2c(c1)C(=NO)c1ccccc1-2	-8%	-1.7	7.1%	56%[activator]	18%	?	?	-7%	?
COCC(=O)N1CCC(Oc2ccc(C(=O)N3C[C@H]4CC[C@H]3C4)cc2)CC1	15%	-3.5	-0.2%	7%	4%	i	1%	-2%	11%
OC1(c2ccc(F)cc2)CCN(Cc2nnnn2Cc2cccs2)CC1	-11%	3.2	2.6%	-14%	1%	i	1%	3%	3%
COc1ccc(C(=O)N2CCC(C)(C(=O)O)C2)c(OC)c1 (stereo not given)	0%	0.6	-0.1%	9%	16%	i	-1%	.	.
Cc1cccc(NC(=O)Cn2c(=O)oc3cc(S(=O)(=O)N4CCCC4)ccc32)n1	1%	-4.1	-0.6%	-9%	0%	i	5%	0%	-26%
COc1cccc(-n2c(SCC(=O)NCCC3=CCCCC3)nc3n[nH]c(C)c3c2=N)c1	-8%	-0.9	7.8%	3%	-15%	i	?	4%	-24%
O=C(CNC(=O)c1ccc(Br)cc1)NCC(=O)OCc1ccc(Cl)cc1	-5%	-0.4	-0.9%	.	2%	i	-17%	0%	0%
O=C(O)c1ccc(CSc2nnc(SCc3ccccc3)s2)cc1	-44%	0.1	-1.2%	-4%	5%	i	3%	-1%	-24%
O=C(Nc1nnc(C2=COCCO2)o1)c1ccc([N+](=O)[O-])cc1	-1%	-0.3	0.5%	-16%	8%	i	-4%	-16%	?
COc1ccc(Cn2ccc3nc(C)c(C(=O)Nc4ccc(F)cc4)cc3c2=O)cc1	-7%	.	7.0%	-34%	.	i	13%	3%	-17%
O=C(CCC(=O)c1ccccc1)Nc1ccccc1	-26%	-1.2	-0.3%	3%	6%	i	0%	2%	10%
O=C(O)c1ccccc1N(Cc1ccccc1)C(=O)CO/N=C/c1ccccc1	-1%	-4.1	0.3%	-12%	6%	i	-1%	9%	-8%
CCOC1CCCCC1NS(=O)(=O)c1ccc(Cl)cc1 (stereo not given)	-1%	-3.4	2.2%	-9%	9%	i	-21%	5%	?
Cc1cc(C(=O)NCC(c2cccs2)N2CCOCC2)ccc1[N+](=O)[O-] (stereo not given)	-4%	-1.1	-1.0%	7%	-1%	i	23%	-4%	7%

Arranged by the number under Nrf2 block (low to high): 3 of the compounds above
compound | Nrf2 block
CC(C)Oc1ncnc2c1[nH]c1ccccc12 | 8.2µM*
CCn1c(=NC(=O)CS(=O)(=O)c2ccc(F)cc2)sc2cccc(OC)c21 | 21µM*
CCOC(=O)[C@H]1[C@H]2COc3ccc(Cl)cc3[C@@H]2N2C(=O)c3ccc(F)cc3NC(=O)[C@@]12C | 23µM*
